# Bioassay records (PubChem)
# Cardio protect – myocardial damage modulation in H9c2 cells | H9c2 cardiomyocytes, H2O2 injury protection, ATPLite, 2 h | protection from H2O2 cell death, % at 20 µM | actives 0.63% (n = 360,000) | AID 588492;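 active means compounds giving at least 50% protection of heart cells from peroxide-induced death in the single-dose screen, raw or plate-pattern-corrected value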;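 further: 0% = DMSO wells with peroxide and 100% = DMSO wells without peroxide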
# hiPSC survival – enhancers of human iPSC single-cell survival | hiPSC single-cell survival, ATPlite luminescence; 100% = ROCK inhibitor wells, 0% = DMSO | survival enhancement, % at 20 µM | AID 602274 | actives 0.044% (n = 360,000); in the data active means survival enhancement above about 18%;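 further: cells exposed to compounds for 16 hours before the ATP read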
# ABCB6 inh 2 – blocks the human ABCB6 transporter; K562-ABCB6 porphyrin accumulation, flow cytometry, 1 h; stronger effect = lower value; fluorescence ratio to DMSO, % at 10 µM; actives 0.19% (n = 360,000); AID 602162;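 active means fluorescence ratio to DMSO below 75%, the collection mean minus 3 SD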;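 further: signal is porphyrin accumulated inside mitochondria; 100% equals median channel fluorescence of DMSO control wells; lower ratio means ABCB6 inhibition with less porphyrin fluorescence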
# Target sequence (Q9NP58 whole entry, looked up): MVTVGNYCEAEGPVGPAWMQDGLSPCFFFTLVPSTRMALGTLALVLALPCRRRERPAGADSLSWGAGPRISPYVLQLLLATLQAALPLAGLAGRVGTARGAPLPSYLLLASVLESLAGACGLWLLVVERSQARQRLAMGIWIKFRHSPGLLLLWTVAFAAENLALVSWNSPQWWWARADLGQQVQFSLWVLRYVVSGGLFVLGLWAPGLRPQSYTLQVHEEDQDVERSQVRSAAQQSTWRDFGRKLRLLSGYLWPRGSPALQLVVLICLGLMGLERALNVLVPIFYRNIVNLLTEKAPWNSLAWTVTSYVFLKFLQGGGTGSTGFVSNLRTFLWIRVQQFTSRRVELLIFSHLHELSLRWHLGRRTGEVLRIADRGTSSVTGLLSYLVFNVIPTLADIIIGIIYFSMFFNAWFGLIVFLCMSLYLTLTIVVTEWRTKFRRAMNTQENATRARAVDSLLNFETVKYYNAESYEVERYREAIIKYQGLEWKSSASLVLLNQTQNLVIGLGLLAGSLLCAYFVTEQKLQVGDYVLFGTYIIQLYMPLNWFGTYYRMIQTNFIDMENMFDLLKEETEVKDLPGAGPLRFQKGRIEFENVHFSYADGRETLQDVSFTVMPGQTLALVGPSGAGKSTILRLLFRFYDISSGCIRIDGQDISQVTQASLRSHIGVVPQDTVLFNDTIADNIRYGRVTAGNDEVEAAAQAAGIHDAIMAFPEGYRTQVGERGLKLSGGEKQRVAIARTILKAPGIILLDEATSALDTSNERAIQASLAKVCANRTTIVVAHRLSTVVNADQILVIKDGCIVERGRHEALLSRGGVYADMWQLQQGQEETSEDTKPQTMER
# MC4R antag cAMP – human MC4R antagonism in cAMP assay; P32245; MC4R-expressing cells, MTII-stimulated cAMP, LANCE TR-FRET; inhibition, % at 6.5 µM; actives 0.48% (n = 360,000); AID 540295;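 active means inhibition above its plate's cutoff, the mean of tested wells on that plate plus 3 SD, cut at about 29% in these data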;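 further: 0% = Melanotan II alone and 100% = Melanotan II plus saturating MCL0020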
#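 Material – human MC4R-expressing U2OS cells · Repeats – no replicates · Detection – TR-FRET with Eu-cAMP and labeled anti-cAMP, 671 nm · Times – compound 30 min, challenge 1 h, detection 1 h · Compound – single nominal compound dose of 6.5 µM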
# Granule exo inh – lytic granule exocytosis inhibition; TALL-104 LAMP-1 surface exposure, flow cytometry; cells stimulated with thapsigargin and PMA; inhibition, % at 10 µM; actives 0.66% (n = 360,000); AID 651702;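 active means inhibition above about 55%, limit read from the data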
# ABHD5-PLIN5 inh – ABHD5-PLIN5 protein interaction inhibition | Q00G26+Q8WTS1 | Split G. princeps luciferase complementation, luminescence, 4 h | inhibition, % at 4 µM | actives 0.78% (n = 360,000);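 active means inhibition above the mean inhibition across every tested compound plus 3 SD, cut at about 22% in these data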;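 further: 0% = DMSO only wells and the 100% control is not disclosed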
# HTR2A ag – mouse HTR2A agonism via beta-arrestin recruitment; actives 0.66% (n = 360,000); CHO-K1 mHTR2A beta-arrestin complementation, luminescence; percent of 30 µM serotonin response; activation, % at 7.6 µM; P35363;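 active means activation above a run cutoff, the mean activation of all tested compounds plus 3 SD, cut at about 14% in these data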;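 further: 0% = plate median of compound wells and 100% = 30 µM serotonin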
# MC4R barr agon – activates human MC4R beta-arrestin recruitment; U2OS MC4R beta-arrestin complementation, luminescence; percent of melanotan II response, DMSO zero; activation, % at 8.9 µM; actives 0.98% (n = 360,000);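 active means activation above a per-plate cutoff, the mean activation of sample wells on that plate plus 3 SD, cut at about 8% in these data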
# Glyco luc inh – blocks N-linked glycosylation in D54 reporter cells | D54 ERlucT glycosylation luciferase reporter, 24 h; percent of 100 nM tunicamycin response | reporter increase, % at 12.5 µM | actives 0.23% (n = 360,000) | AID 588692;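 active means mean luciferase reporter signal, scaled so untreated is 0 and the glycosylation-blocking control 100, at or above a set limit in every replicate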;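 further: luciferase carries N-glycosylation sites so blocking glycosylation raises the light; 0% = median of neutral control wells and 100% = median of 100 nM tunicamycin wells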
# aDG glyco act – increases alpha dystroglycan glycosylation; Pro5-aDG cells, alpha-DG glycosylation AlphaScreen (IIH6); 0% Pro5, 100% B10-LARGE cell signal; activation, % at 10 µM; actives 0.22% (n = 360,000); AID 624168;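 active means activation of at least 8% versus controls, or a plate z-score of at least 8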;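 further: Pro5 are CHO cells carrying HIG-tagged alpha-DG that lacks glycosylation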
# Numbers without * were called inactive; . = not tested or not shown. This is a random part of the collection; overall some 4.5% were active at least once.
SMILES,Cardio protect,hiPSC survival,ABCB6 inh 2,MC4R antag cAMP,Granule exo inh,ABHD5-PLIN5 inh,HTR2A ag,MC4R barr agon,Glyco luc inh,aDG glyco act
CC(C)(C)NC(=O)C[C@H]1C[C@H](C(=O)N2CCOCC2)[C@@]2(C)c3[nH]c4ccc(Cl)cc4c3CCN2C1=O,3,0.0,98,1,8,5,-4,-0.9,2,-0.1
OCC1(CCOc2ccccc2)CCN(Cc2cn[nH]c2-c2ccc(F)cc2)CC1,14,-0.2,94,6,16,13,-5,-0.9,2,1.6
Cc1cc(NC(=O)c2ccc(F)cc2)n(-c2ccccn2)n1,21,0.0,91,7,-3,0,-6,1.6,1,-0.3
OCCN(CCO)c1nc(N2CCCCC2)c2nc(N(CCO)CCO)nc(N3CCCCC3)c2n1,31,1.7,96,17,-1,-4,1,-1.7,-1,-0.1
Cc1cc(C)cc(OC(C)c2ccnc3nc(/N=C/N(C)C)nn23)c1 (stereo not drawn),3,3.7,101,10,0,3,0,-1.8,3,0.0
CC(C)N(C(=O)COC(=O)c1ccc(Cl)nc1)C(C)C,2,0.2,97,-2,-1,-3,0,1.4,-1,0.1
COc1cc(CN2CCC(n3nccc3NC(=O)CCCc3ccccc3)CC2)ccc1F,12,-0.3,108,1,5,0,-8,-3.2,-3,-0.2
CC(=O)NC(Cc1ccccc1)C(=O)N1CCN(C(=S)NCC(C)C)CC1 (stereo not drawn),14,-1.6,95,1,-1,-2,7,-2.2,2,0.0
CC(C)(C)c1ccc(S(=O)(=O)Nc2cccnc2)cc1,-6,3.7,105,-8,-4,2,5,3.1,1,0.2
FC(F)(F)c1cc(-c2ccco2)nc(-n2nc(C(F)(F)F)cc2C2CC2)n1,-7,-1.1,97,-5,-1,-7,-7,4.1,-3,0.2
Cc1ccc(NC(=S)NNC(=O)c2cn(C)nc2C)cc1,-1,-3.6,92,-1,-2,0,0,-0.3,0,0.2
COc1ccc(NC(=O)c2cc(-c3cc(C)cc(F)c3)n[nH]2)cc1OC,9,-1.4,94,-1,-9,3,-5,-0.7,1,-0.2
CC(C)N(C(=O)C(=O)c1cccn1-c1ccccc1C#N)C(C)C,-8,3.5,143,-2,1,18,8,0.8,1,0.0
CC(=O)Nc1ccc(NS(=O)(=O)c2cc(C)sc2C)cc1,1,-1.0,100,13,0,1,-3,0.3,1,-0.1
CCOc1ccc2[nH]c3nc(SCC(=O)OC(C)C)nnc3c2c1,2,0.4,95,0,-4,6,0,2.2,2,-0.1
Cc1[nH]c2ccccc2c1C(C[N+](=O)[O-])c1ccco1 (stereo not drawn),-2,0.3,96,2,-1,-1,-3,-1.5,0,-0.3
CC(C)NC(=O)C1(c2ccccc2)CCOCC1,9,2.5,97,0,-2,-3,-4,-0.9,1,0.5
COc1ccc(C2c3ccc(O)cc3Oc3ncn4nc(-c5ccccn5)nc4c32)cc1OC (stereo not drawn),31,0.9,94,20,2,5,1,-0.5,2,-0.4
CCOC(=O)C1CCN(C=Nc2cc(C)on2)CC1,3,-1.7,100,3,10,1,2,0.0,-2,-0.1
COc1ccc(S(=O)(=O)Nc2nnc(C(C)(C)C)s2)cc1,-5,0.8,91,1,10,-8,-4,-1.9,0,-0.1
Cc1ccccc1NC(=O)CSC(N)=O,1,0.3,107,14,25,-39,0,1.8,2,-0.2
CC1CCN(CC(=O)Nc2ccccc2C(=O)c2ccccc2)CC1,-5,-0.5,96,6,-1,-2,-8,1.2,-4,-0.1
O=c1c(Cl)c(N2CCN(c3ccc(F)cc3)CC2)cnn1-c1nc2ccccc2s1,1,-0.2,104,10,-3,-1,3,-2.4,-2,0.1
O=[N+]([O-])c1ccc2nc(SCc3cn4cc(Cl)ccc4n3)[nH]c2c1,19,-2.6,95,4,4,-5,-10,-2.3,2,0.0
CCn1c(SCC(=O)N/N=C/C(C)=C/c2ccco2)nnc1-c1ccccc1,3,0.3,99,-5,-8,7,2,-1.2,3,0.0

# Ordered by molecular weight (low to high): three of the compounds above.
SMILES,Cardio protect,hiPSC survival,ABCB6 inh 2,MC4R antag cAMP,Granule exo inh,ABHD5-PLIN5 inh,HTR2A ag,MC4R barr agon,Glyco luc inh,aDG glyco act
Cc1[nH]c2ccccc2c1C(C[N+](=O)[O-])c1ccco1 (stereo not drawn),-2,0.3,96,2,-1,-1,-3,-1.5,0,-0.3
CC(C)(C)c1ccc(S(=O)(=O)Nc2cccnc2)cc1,-6,3.7,105,-8,-4,2,5,3.1,1,0.2
CC(C)N(C(=O)C(=O)c1cccn1-c1ccccc1C#N)C(C)C,-8,3.5,143,-2,1,18,8,0.8,1,0.0

# Additional records
SMILES,Cardio protect,hiPSC survival,ABCB6 inh 2,MC4R antag cAMP,Granule exo inh,ABHD5-PLIN5 inh,HTR2A ag,MC4R barr agon,Glyco luc inh,aDG glyco act
CCOc1ccc(-n2ccc(=O)c(C(=O)Nc3ccc(S(=O)(=O)Nc4ncccn4)cc3)n2)cc1,4,-0.4,106,2,5,1,0,-1.0,-1,-0.4
CC(=O)N(C)N1c2ccccc2CCc2ccccc21,-8,0.3,94,6,-4,2,-2,-2.4,0,0.7
CC[C@H]1C/C=C\Cc2ccccc2[C@H](C(=O)C[C@@H](O)CC(C)=O)OC1=O,9,-1.1,98,4,2,6,7,-2.2,1,3.0
O=C(N1CCOCC1)C1(c2ccccc2)CCCCC1,0,-3.4,97,-1,-1,4,7,-2.1,1,-0.1
N/C(=N\OC(=O)CCCN1C(=O)c2ccccc2C1=O)c1ccc(Cl)cc1,-2,2.4,.,0,-2,2,-2,-0.8,-1,0.0
COc1ccc(NC(=O)CSc2nnc3c4c(nc(-c5ccccc5)n23)CC(C)(C)OC4)cc1,18,0.8,93,11,0,2,2,0.2,-2,-0.6
Cc1ccc(S(=O)(=O)NC(=O)Nc2ccc(Cl)cn2)cc1,5,-1.7,97,5,-1,-2,14,-0.1,-3,0.0
CC(C)(C)NC(=O)C(=O)NNC(=O)c1ccccc1Br,3,-0.2,95,11,-1,-1,1,-2.3,1,-0.5
O=C(CC1NC(=O)NC1=O)NC1(C(=O)NC2CCCCC2)CCCCC1 (stereo not drawn),8,-2.1,96,4,4,2,4,-1.9,1,-0.1
CN(C)S(=O)(=O)c1ccc(NC(=O)c2cccnc2)cc1,4,10,102,13,-6,-4,-5,-2.9,-1,-0.2
CC(C)OC(=O)c1cc2c(ccn2C)n1CC(=O)N1CCC(Cc2ccccc2)CC1,-12,1.1,98,-5,2,-6,-4,-0.2,-6,-0.1
Cc1ccc(Cl)cc1N1CCN(C(=O)C2CCCN(S(=O)(=O)c3cnc[nH]3)C2)CC1 (stereo not drawn),-5,2.4,95,-2,1,5,6,0.8,1,1.6
CCN(CC(=O)NCc1cccs1)C(=O)c1ccc(S(=O)(=O)N(C)C)cc1,3,0.5,94,7,0,-9,5,1.8,1,-0.2
Cc1ccccc1-n1ncc2c(SCC(=O)NCc3cccs3)ncnc21,-2,-3.0,101,-9,4,1,-4,-1.2,9,0.0
CCOC(=O)c1cnc2c(-c3cccc(Br)c3)cnn2c1C,0,-0.7,91,-3,0,4,0,-0.4,2,0.0
COc1ccc(-c2csc(N3N=C(C)C(C)C3=O)n2)cc1 (stereo not drawn),0,0.7,99,2,-3,-4,1,-1.9,2,-0.4
O=[N+]([O-])c1cc(C(F)(F)F)ccc1NCC1CCCO1 (stereo not drawn),-4,0.1,91,11,-7,2,1,-2.5,0,-0.1
CN(CCOc1ccccc1)C(=O)C1CCC(=O)N(CCCN2CCCC2=O)C1 (stereo not drawn),7,0.1,97,14,20,4,0,-1.9,3,-0.2
CS(=O)(=O)c1ccc(C(=O)OCC(=O)NC(=O)C2COc3ccccc3O2)cc1[N+](=O)[O-] (stereo not drawn),2,0.6,101,31*,-5,4,7,-1.9,-1,0.1
CC(C)C[C@H](NC(=O)c1nc[nH]c1C(=O)NCC(=O)OCc1ccccc1)C(=O)OC(C)(C)C,6,-2.2,98,3,11,7,-4,2.5,0,0.0
COC(=O)Nc1nnc(Cc2ccccc2)s1,-2,2.8,104,2,1,1,1,-3.7,0,-0.2
CCc1nnc(NC(=O)CSc2nc(-c3ccccc3)c(-c3ccccc3)o2)s1,2,-2.6,99,8,-1,-2,4,-0.1,3,-0.1
CCN(CC)S(=O)(=O)c1cccc(-c2nnc(SCC(=O)N3CCC(C(=O)O)CC3)n2N)c1,-3,0.1,90,5,-3,4,10,1.2,1,-0.2
COc1ccc(-n2c(NN)nc3sc4c(c3c2=O)CCCC4)cc1,8,0.2,103,11,-10,-3,-1,-1.2,-2,-0.1
CCN(CC)c1ccc(N=Cc2c(C)[nH]c3ccccc23)cc1,-8,0.1,113,3,0,1,-2,3.2,2,-0.1
SMILES,Cardio protect,hiPSC survival,ABCB6 inh 2,MC4R antag cAMP,Granule exo inh,ABHD5-PLIN5 inh,HTR2A ag,MC4R barr agon,Glyco luc inh,aDG glyco act
O=C(NC1CCCCC1)c1cc2cc(Br)ccc2o1,-5,-0.3,101,8,10,-4,-14,-1.3,-3,0.1
Cc1ccc(-c2csc3ncnc(-n4nnc5ccccc54)c23)cc1C,12,2.4,101,8,-1,5,-3,-0.7,1,0.3
COc1ccc2c(c1)CCN=C2Cc1ccc(OC)c(OC)c1,-4,0.0,94,-4,-1,1,1,0.6,-2,0.5
N#Cc1c(NC(=O)C2CC(c3c(F)cccc3Cl)=NO2)sc2c1CCC2 (stereo not drawn),-12,1.3,94,10,5,-1,-3,-2.1,-1,0.0
COc1ccccc1OCc1nnc(SCC(=O)NCc2ccco2)n1-c1ccccc1,1,-0.6,94,2,-6,1,8,0.0,0,0.1
c1ccc(-n2cnc3ccccc32)nc1,0,0.2,97,6,-7,-1,-1,0.5,-4,0.1
Cc1cc(=O)n2nc(N3CCCC(C(=O)NCCc4ccccc4)C3)sc2n1 (stereo not drawn),3,5.2,93,6,-2,9,9,2.4,3,-0.1
Cc1ccc(-n2ncc3c(NCC4CCCO4)ncnc32)c(C)c1 (stereo not drawn),10,0.4,90,12,-2,-5,-1,1.6,-4,-0.2
CN(C)CCCN(C(=O)CCOc1ccccc1)c1nc2c(F)cccc2s1,-26,-0.8,97,-10,3,28*,14,-2.9,-9,-0.4
CC(=O)NC(CCS(C)(=O)=O)C(=O)N1CCc2ccccc21 (stereo not drawn),9,0.5,98,6,0,0,1,-0.4,2,-0.2
O=C(NCCc1ccccc1)C1CC1,11,-0.1,105,6,1,3,-5,1.8,2,-0.2
COc1ccc(S(=O)(=O)N2CCCCC2)cc1C(=O)N1CCCC1,6,1.7,101,9,0,3,0,-2.4,2,-0.1
COC(=O)C(NC(=O)CCc1c(C)nc2c(c(C)nn2-c2ccccc2)c1C)C(C)C (stereo not drawn),2,-0.5,81,17,-4,-2,5,0.3,-4,0.0
O=C(NC1CCCCC1)c1ccc(N2CCCC2=O)cc1,4,4.2,92,-2,-1,8,3,-1.9,0,-0.1
COc1ccc(NC(=O)Nc2ccon2)c(OC)c1,8,-0.9,99,0,-4,-4,1,-2.6,2,-0.5
COc1ccc(Nc2nc(N3CCCCC3)c3ccccc3n2)cc1,-21,3.0,93,5,18,7,-6,-1.8,-4,1.9
CN1CCC(C)(C(=O)Nc2cccc(Oc3ccccc3)c2)C1 (stereo not drawn),0,3.0,97,11,-1,-2,-4,0.9,1,0.0
